SNCA expr inh – Primary qHTS assay for inhibitors of alpha-synuclein gene (SNCA) expression; HEK-293 SNCA-luciferase knock-in, luminescence, 24 h; Potency, µM (highest dose often 57.2 µM), for the others: at the top dose activity change, negative = inhibition, usual class: inhibitors; hit rate 0.17% among 140,000; AID 1671194, 2021;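 further: potency means the concentration at half of the fitted maximal effect; plate controls were DMSO cells for no effect and cell-free wells for full effect; nearly all actives have a fitted effect of over 45% in size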
3T3 cytotox – Cytotoxic Profiling in NIH 3T3 Cell Line of Diverse Libraries Using Quantitative High-Throughput Screening. NIH 3T3 viability, CellTiter-Glo ATP luminescence, 48-72 h. Potency, µM (titrated, usually from 96.7 µM), for the others: at the highest dose activity change, negative = cytotoxicity, hits mostly inhibitors. hit rate 4.3% among 94,000. AID 1345082, 2018; further: potency means the concentration at half of the fitted maximal effect; nearly all actives have a fitted effect of over 55% in size
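ATP-dependent luminescence (CellTiter-Glo) served as the viability signal for NIH 3T3 cells treated with compound for 48 or 72 hr at 37 °C.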
GPT2 inhibitor – Primary qHTS assay for inhibitors of Glutamate pyruvate transaminase 2 (GPT2). Alanine aminotransferase 2 (Homo sapiens), Q8TD30. Recombinant GPT2, coupled pyruvate oxidase/HRP Amplex Red fluorescence. Potency, µM (titrated, usually from 57.7 µM), without a hit: at the top dose activity change, negative = inhibition, usual class: inhibitors. hit rate 0.25% among 100,000. AID 1671188, 2021; further: potency means the concentration at half of the fitted maximal effect; nearly all actives have a fitted effect of over 60% in size; many of its hits are not listed in these tables
Target sequence (Q8TD30 whole entry, looked up): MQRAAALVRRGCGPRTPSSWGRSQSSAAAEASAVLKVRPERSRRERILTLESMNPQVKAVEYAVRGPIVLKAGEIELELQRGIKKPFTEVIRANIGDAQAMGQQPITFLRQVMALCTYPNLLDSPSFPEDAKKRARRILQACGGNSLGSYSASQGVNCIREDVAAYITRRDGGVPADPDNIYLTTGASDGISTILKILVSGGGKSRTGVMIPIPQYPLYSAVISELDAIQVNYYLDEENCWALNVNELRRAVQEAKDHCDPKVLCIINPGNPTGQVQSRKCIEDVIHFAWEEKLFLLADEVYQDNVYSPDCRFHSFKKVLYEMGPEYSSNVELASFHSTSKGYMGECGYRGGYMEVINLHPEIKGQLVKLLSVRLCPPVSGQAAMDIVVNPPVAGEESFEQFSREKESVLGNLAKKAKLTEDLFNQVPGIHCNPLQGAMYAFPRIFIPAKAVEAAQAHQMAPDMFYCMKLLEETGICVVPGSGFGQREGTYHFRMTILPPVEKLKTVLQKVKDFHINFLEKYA
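Fluorescence of coupled pyruvate oxidase/HRP/Amplex Red system (50uM Amplex, 30 min, dark) reports pyruvate formed by GPT2. Enzyme reaction: 10ng/uL GPT2, 2mM L-alanine, 250uM a-KG, 30 min room temperature, pH 7.5; 50uM AOA control.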
FLuc inh – Firefly luciferase inhibition profiling of diverse chemical library using quantitative high-throughput screening. purified P. pyralis luciferase, luminescence, biochemical. Potency, µM (doses to about 115 µM), inactives show at the highest dose activity change, negative = inhibition, actives largely listed as inhibitors. hit rate 2.5% among 76,000; further: potency means the concentration at half of the fitted maximal effect; nearly all actives have a fitted effect of over 65% in size
Target sequence (P08659 whole entry, looked up): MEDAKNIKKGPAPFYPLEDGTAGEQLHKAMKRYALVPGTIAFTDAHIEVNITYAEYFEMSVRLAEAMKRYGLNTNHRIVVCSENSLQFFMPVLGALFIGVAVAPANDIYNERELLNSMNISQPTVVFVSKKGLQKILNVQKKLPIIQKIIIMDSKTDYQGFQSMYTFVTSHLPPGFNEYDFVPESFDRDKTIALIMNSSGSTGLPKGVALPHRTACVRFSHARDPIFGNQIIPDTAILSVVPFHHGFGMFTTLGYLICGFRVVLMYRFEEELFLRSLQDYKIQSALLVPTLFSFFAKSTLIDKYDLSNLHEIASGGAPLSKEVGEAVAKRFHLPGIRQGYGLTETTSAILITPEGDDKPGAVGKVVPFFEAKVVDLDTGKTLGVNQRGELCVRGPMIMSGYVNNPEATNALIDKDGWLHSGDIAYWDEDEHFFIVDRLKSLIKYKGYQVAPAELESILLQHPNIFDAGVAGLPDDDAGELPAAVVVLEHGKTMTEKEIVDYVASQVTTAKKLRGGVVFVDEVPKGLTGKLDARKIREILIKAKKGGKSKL
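Purified 10nM P. pyralis luciferase with 10uM D-luciferin and 10uM ATP in 50mM Tris acetate pH 7.5, 10mM Mg acetate, 0.01% Tween-20, 0.05% BSA. qHTS titration; luminescence read by CCD imager.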
SNCA viab count – GF-AFC viability counterscreen for inhibitors of alpha-synuclein gene (SNCA) expression | HEK-293-SNCA-luc viability, GF-AFC fluorescence, 24 h | Potency, µM (top dose mostly 57.1 µM), for inactives: top-dose activity change, negative = cytotoxicity, usual class: cytotoxic | hit rate 0.12% among 150,000 | AID 1671193, 2021;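 further: potency means the concentration at half of the fitted maximal effect; 0% = DMSO-treated cells and -100% = medium-only wells without cells; nearly all actives have a fitted effect of over 30% in size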
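Cytotoxicity counterscreen: after 24 h compound treatment of genome-edited SNCA-luciferase HEK-293 cells, live-cell protease substrate GF-AFC read by fluorescence after 30 min; activity scaled between DMSO (0%) and medium-only (-100%), curves Hill-fitted.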
IP6K1 inhibitor – Primary qHTS assay for small molecule inhibitors of Inositol hexaphosphate kinase 1 (IP6K1); IP6K1 kinase, ADP-Glo luminescence, 2 h; hits give low values; AID 1645851, 2021; activity change, % (series mostly up to about 58 µM); hit rate 0.81% among 140,000; Inositol hexakisphosphate kinase 1 (Homo sapiens), Q92551; in the data active means activity change below about -25%
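ADP-Glo luminescence measures ADP made by human IP6K1 during a 2 h RT reaction with ATP/IP6 (mix at 1.3 mM/130 uM); top library doses 57.5 and 19.1 uM final.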
HEK293 tox – Cytotoxic Profiling in HEK 293 Cell Line of Diverse Libraries Using Quantitative High-Throughput Screening; HEK 293 viability, ATP luminescence (CellTiter-Glo), 48-72 h; Potency, µM (highest dose often 115 µM), for inactives: at the top dose activity change, negative = cytotoxicity, actives largely listed as inhibitors; hit rate 6.6% among 94,000; further: potency means the concentration at half of the fitted maximal effect; nearly all actives have a fitted effect of over 60% in size
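Cells seeded first (HEK 293, 250 cells/well), then compound added by pintool. Incubation ran 48 or 72 hr at 37 degree Celsius. CellTiter-Glo was added and luminescence imaged after 10 min at room temperature.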
The depositor's hits bear a star; i = inactive; ? = inconclusive; / = no result given; [ ] = dose if it differs, or a comment. Unless noted, the call rests on the fitted dose curve; in most records, active means well fitted curve in the direction sought with a large enough effect; inconclusive means small, poorly fitted or top-dose-only effect, or another doubt; inactive means no such curve, though single readings can be large; an effect the other way counts as inactive or inconclusive. Unless noted, on the % scale 0 is the no-effect control and ±100 the full control effect. Some of the compounds tested. The share of hits here may be higher or lower than overall.

#1 CCOC(=O)C1CCCN(C(=O)c2cn3cc(-c4cccc(OC)c4)sc3n2)C1 (centres undefined)
#2 COc1ccc(N2CCN(C(CNC(=O)c3cccc(OC)c3)c3cccnc3)CC2)cc1 (centres undefined)
#3 O=C1OC[C@@H]2CCN(Cc3ccccc3F)Cc3ccc(F)cc3N12
#4 CCc1ccc(NC(=O)Cn2c(=O)n(Cc3ccc(C)cc3)c(=O)c3cccnc32)cc1
#5 CC(C)N1C[C@H](C(=O)NCc2ccc(F)cc2F)[C@H](C(=O)O)C1
#6 CCCC1(C2CCN(C(=O)CCCn3cncn3)CC2)NC(=O)NC1=O (centres undefined)
#7 COc1ccc(N2C(=O)CSC23CCN(C(=O)Nc2ccc(F)cc2F)CC3)cc1
#8 FC(F)(F)c1ccc(-c2noc(-c3ncn4c3COC(c3ccccc3Cl)C4)n2)cc1 (centres undefined)
#9 CCc1c(C)nc2c(-c3cnn(-c4cc(CO)ccn4)c3)c[nH]n2c1=O
#10 CC(C)N1C(=O)CO[C@H]2CN(C(=O)c3ccncc3)C[C@H]21
assay / entry | 1 | 2 | 3 | 4 | 5 | 6 | 7 | 8 | 9 | 10
SNCA expr inh | -11% | -17% | 4%[87.6 µM] | 28% | -13% | 22% | 1% | 5% | / | 4%[87.6 µM]
3T3 cytotox | ? | / | -2%[174 µM] | / | -1% | -11% | ? | ? | / | -11%[174 µM]
GPT2 inhibitor | i | / | 1%[88.5 µM] | / | -3% | 4% | -6% | -2% | i | -5%[88.5 µM]
FLuc inh | / | / | -4%[172 µM] | / | 1% | 4% | 0% | -3% | / | -1%[230 µM]
SNCA viab count | ? | -5% | -6%[87.6 µM] | 13% | 2% | 9% | 5% | 8% | -3% | 3%[87.6 µM]
IP6K1 inhibitor | 4 | 21 | 14 | 24 | 1 | 6 | 20 | 0 | -4 | -3
HEK293 tox | ? | / | -5%[172 µM] | / | -22% | -24% | -3% | ? | / | 2%[230 µM]

#11 COc1ccc(OC)c(N(C)S(=O)(=O)c2ccc3c(c2)NC(=O)CC(=O)N3)c1
#12 O=C(c1ccc(CN2CCCCC2)cc1)N1CCOC2(CNCCOC2)C1 (centres undefined)
#13 Cc1cc(C)cc(NC(=O)CSc2nc(=O)n(CCN3CCOCC3)c3c2CCC3)c1
#14 CC(C)CCN1CC[C@@H]2OCC(=O)N(Cc3c[nH]c4ccccc34)[C@H]2CC1
#15 COCCNC(=O)[C@@H]1C[C@H](Oc2cccnc2)CN1C(=O)c1ocnc1C
#16 O=C(CCS(=O)(=O)c1ccc(Br)cc1)Nc1ccc(Cl)c(C(F)(F)F)c1
#17 CNC(=O)[C@@H]1CN(C(=O)c2ccc(F)c(F)c2)C[C@H]1COC
#18 O=C(N[C@@H]1CN(Cc2ccc3cc[nH]c3c2)C[C@H]1CO)c1ccccc1
#19 OC[C@H]1O[C@@H](n2cnc3c(=S)nc[nH]c32)[C@H](O)[C@@H]1O
#20 Cc1cc2c(c(=O)n(-c3ccc(F)cc3)c(=O)n2CC(=O)Nc2ccc3c(c2)OCO3)n1C
assay / entry | 11 | 12 | 13 | 14 | 15 | 16 | 17 | 18 | 19 | 20
SNCA expr inh | 4% | 2% | 6% | -15%[87.6 µM] | 24% | -27% | 30% | 21% | -18%[25.6 µM] | 10%
3T3 cytotox | / | 3% | / | ? | -10% | / | -6% | -17% | / | ?
GPT2 inhibitor | / | -17% | / | 1%[88.5 µM] | i | / | i | ? | i | i
FLuc inh | / | 6% | / | 1%[172 µM] | -10% | / | 6% | 5% | / | 10%
SNCA viab count | 4% | 10% | -11% | 3%[87.6 µM] | 0% | -2% | 8% | -8% | -17%[23.9 µM] | ?
IP6K1 inhibitor | -13 | -4 | 13 | 16 | 3 | -16 | 11 | -15 | -13 | 1
HEK293 tox | / | -29% | / | 100µM* | i | / | -5% | ? | / | ?

Record cards, from the list above. Values in the order: SNCA expr inh	3T3 cytotox	GPT2 inhibitor	FLuc inh	SNCA viab count	IP6K1 inhibitor	HEK293 tox
CC(C)N1C(=O)CO[C@H]2CN(C(=O)c3ccncc3)C[C@H]21 as listed: 4%[87.6 µM]	-11%[174 µM]	-5%[88.5 µM]	-1%[230 µM]	3%[87.6 µM]	-3	2%[230 µM]
Cc1cc2c(c(=O)n(-c3ccc(F)cc3)c(=O)n2CC(=O)Nc2ccc3c(c2)OCO3)n1C as listed: 10%	?	i	10%	?	1	?
O=C(c1ccc(CN2CCCCC2)cc1)N1CCOC2(CNCCOC2)C1 (centres undefined) as listed: 2%	3%	-17%	6%	10%	-4	-29%
O=C1OC[C@@H]2CCN(Cc3ccccc3F)Cc3ccc(F)cc3N12 as listed: 4%[87.6 µM]	-2%[174 µM]	1%[88.5 µM]	-4%[172 µM]	-6%[87.6 µM]	14	-5%[172 µM]

Following part.
#21 COCCNC(=O)c1nc2cccnc2n(-c2ccccc2OC)c1=O
#22 O=C(/C=C/c1ccccc1Cl)N1CCC(c2nc3ccccc3o2)CC1
#23 CCNC(=O)N1CCCC1c1noc(CCC(=O)N(C)CCOC)n1 (centres undefined)
#24 O=C(NCc1ccccc1F)C1CCCN1C(=O)c1cccc(-c2ccccn2)c1 (centres undefined)
#25 CCOc1ccc(Nc2nc(C)c(NC(=O)c3cccc(F)c3)c(Nc3ccc(OCC)cc3)n2)cc1
#26 Cc1ccc(C)c(C(=O)N2CCC(C3CCNC3)CC2)c1 (centres undefined)
#27 Cc1cc(C(=O)NC2CC2)c2c(C3CCNC3)noc2n1 (centres undefined)
#28 COc1cccc(-c2cccc(C(=O)N3CCN(C(=O)c4ccc(F)cc4)CC3)c2)c1
#29 Cc1noc(C)c1CCC(=O)NC1CCc2nnc(C)n2CC1 (centres undefined)
#30 O=C(NCc1cccc(C(F)(F)F)c1)c1cc(-c2cc(Cl)cc(Cl)c2)c2nncn2n1
assay / entry | 21 | 22 | 23 | 24 | 25 | 26 | 27 | 28 | 29 | 30
SNCA expr inh | 82%[activator] | 77%[activator] | -19% | 5% | 1% | ? | -22%[87.6 µM] | -26% | 12% | 30%
3T3 cytotox | -2% | / | -4% | -1% | / | i | i | ? | 4% | 3%
GPT2 inhibitor | i | / | i | i | / | i | i | 4% | i | i
FLuc inh | / | / | 0% | / | / | -1% | / | / | -10% | /
SNCA viab count | 8% | -12% | 13% | 2% | -11% | -19%[12.5 µM] | 8%[87.6 µM] | 5%[12.5 µM] | -5% | -1%
IP6K1 inhibitor | 16 | 1 | 32 | -2 | 0 | -3 | 4 | 1 | -4 | -9
HEK293 tox | 2% | / | -1% | 4% | / | i | i | 28µM* | i | -5%

#31 O=C(c1ccoc1)N1CCCC(c2noc(COc3ccccc3F)n2)C1 (centres undefined)
#32 C=CCNC(=O)C(NC(=O)c1ccc(OC)cc1)C1CCN(C(=O)C2CC2)CC1 (centres undefined)
#33 Cc1ccc2nc(-c3ccc(C)s3)c(Nc3ccc4c(c3)OCCO4)n2c1
#34 O=C(N[C@H]1[C@@H]2CCO[C@@H]2[C@@H]1C1CCCC1)c1ccccc1OC(F)F
#35 CN1CCN(C(=O)[C@@H]2CCC[C@@H](NC(=O)c3ccc(Cl)cc3)CN(C)C(=O)C2)CC1
#36 CCC1CN(C(=O)c2ccc3ccccc3n2)CCC(=O)N1Cc1ccccc1 (centres undefined)
#37 O=C(c1cc(F)ccc1Cl)N1CCCC1c1nncn1Cc1ccncc1 (centres undefined)
#38 O=C(c1ccoc1)N1CCC(c2noc(COc3ccc(F)cc3)n2)CC1
#39 O=C(NCC1CCOCC1)C1CC(=O)N(c2n[nH]c3cccc(F)c23)C1 (centres undefined)
#40 COc1cc(CN2CCc3nc(N4CCN(C)CC4)[nH]c(=O)c3CC2)cc(OC)c1
assay / entry | 31 | 32 | 33 | 34 | 35 | 36 | 37 | 38 | 39 | 40
SNCA expr inh | 104%[activator] | 26% | 125%[activator] | 9% | -22%[87.6 µM] | -4% | -2% | ? | 0% | -19%
3T3 cytotox | ? | 1% | / | -26% | i | -33% | -3% | ? | 1% | -18%
GPT2 inhibitor | -8% | i | / | 2%[11.5 µM] | -3%[88.5 µM] | -13% | i | i | 3% | 1%
FLuc inh | -12% | -6% | / | 10% | 4%[172 µM] | -6% | -1% | / | -4% | 11%
SNCA viab count | -11% | 3% | -2% | -6% | 3%[87.6 µM] | ? | 3% | -2% | 9% | 5%
IP6K1 inhibitor | -4 | 29 | 12 | 66 | 4 | 6 | -9 | 6 | 4 | 8
HEK293 tox | ? | 4% | / | ? | i | ? | -3% | ? | -12% | -9%

#41 CCCCC(=O)Nc1nnc(S(=O)(=O)N2CCCCCC2)s1
#42 Cc1ccccc1C(=O)N1c2ncnn2C2(CCCCC2)[C@@H]2CCCC[C@@H]21
#43 Cc1nn(-c2ccccc2)c2c1C(C)N(C1CCCN(C(=O)c3ccccn3)C1)C2=O (centres undefined)
#44 O=C(NCCc1nc(-c2cccnc2)n[nH]1)C1NCCc2[nH]cnc21 (centres undefined)
#45 O=C(Nc1cccc(C(F)(F)F)c1)N[C@H]1CO[C@H]2[C@@H]1OC[C@H]2OC(=O)Nc1ccccc1
#46 COc1ccc(-c2nc(C)nc3c2CN(C(=O)c2ccc4c(c2)OCO4)CC3)cc1
#47 COc1cccc(-c2nc(SCC(=O)Nc3ccc4c(c3)OCCO4)c(-c3ccc(C)cc3)[nH]2)c1
#48 CCOc1ccccc1C(=O)Nc1ccc2c(c1)N(C)C(=O)c1ccccc1S2
#49 COc1ccc(-c2ccnc(N[C@H]3CO[C@H]4[C@@H]3OC[C@@H]4NC(=O)Nc3cccc(C#N)c3)n2)cc1
#50 CC1CCN(C(=O)CN2C(=O)NC(c3ccccc3)C3=C2COC3=O)CC1 (centres undefined)
#51 COc1ccc(-c2cc(C(=O)NCC(F)(F)F)nn3cnnc23)cc1
assay / entry | 41 | 42 | 43 | 44 | 45 | 46 | 47 | 48 | 49 | 50 | 51
SNCA expr inh | -8% | -13% | / | -24% | ? | -4% | ? | 24% | ? | 2% | 3%
3T3 cytotox | / | / | -4% | -1% | ? | -15% | / | / | ? | i | ?
GPT2 inhibitor | / | / | / | i | -27% | i | / | / | 1% | 2% | i
FLuc inh | / | / | / | -5% | -8% | -6% | / | / | -10% | -3% | /
SNCA viab count | 11% | -4% | / | -14% | -19% | ? | ? | ? | -6% | 3% | -5%
IP6K1 inhibitor | 2 | 8 | -5 | 6 | 2 | -9 | -11 | -1 | -3 | -1 | 5
HEK293 tox | / | / | i | ? | ? | -19% | / | / | ? | 1% | -26%

High-throughput results from PubChem BioAssay.
